From PubChem
GLP1R ag: activates the human GLP-1 receptor; P43220; Potency, µM (highest dose often 45.6 µM), without a hit: at the top dose activation, most hits filed as activators; HEK293 GLP-1R CRE-luciferase, luminescence, 4-6 h; cells express a hypersensitive GLP-1R form; 380,000 compounds, 0.007% hits; note: potency is the fitted concentration of half-maximal effect; % of control where 0% means no effect
Abeta yeast res: restores growth of yeast expressing A-beta42 peptide; yeast expressing A-beta42, growth rescue, OD600, 48 h; response scale: 0% DMSO, 100% iron-clioquinol control; Potency, µM (doses to about 46.1 µM), inactives show top-dose growth rescue, actives largely listed as activators; 410,000 compounds, 0.063% hits; note: potency is the fitted concentration of half-maximal effect; nearly all actives have a fitted effect of over 55% in size
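Yeast A-beta toxicity model in growth medium with pinned compounds, 48 h at 30 C; growth read as absorbance at 600 nm. Normalized to FeCl3/clioquinol equimolar mix (positive) and DMSO (negative).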
Akt phos inh: Akt phosphorylation inhibition; activity change, % for hits at 50 µM; 360,000 compounds, 0.32% hits; AID 651550; Neuro2A IGF-stimulated pAkt S473 HTRF, 20 min; active compounds read low; in the data active = activity change below about -80%; inconclusive = mostly about -51% to -80%; note: % is set by controls: 0 for no effect and ±100 for the full control effect
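Single-point screen (50 µM final compound) in Neuro2A cells stimulated 20 min with 6 nM IGF at 37 deg C. After lysis, Ser473-phosphorylated Akt read by HTRF (ex 330 nm, em 615/665 nm) as the 665/615 ratio.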
GLP-1R inv ag: acts as inverse agonist at human GLP-1 receptor; P43220; HEK293 GLP-1R CRE-luciferase, luminescence, 24 h; GLP-1R form is constitutively active; Potency, µM (highest dose often 38.3 µM), without a hit: top-dose activity change, negative = inhibition, most hits filed as inhibitors; 410,000 compounds, 1.6% hits; AID 624417; note: potency is the fitted concentration of half-maximal effect; % is set by controls: 0 for no effect and ±100 for the full control effect; nearly all actives have a fitted effect of over 55% in size
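HEK293 cells stably co-expressing a cAMP-responsive luciferase reporter and constitutively active GLP-1R were seeded, incubated 12 h, then exposed to compounds for 24 h at 37 C. Luminescence was read 12 min after detection reagent; inverse agonists lower signal.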
aSyn yeast inh: inhibitors of alpha-synuclein toxicity in yeast; Yeast expressing alpha-synuclein, growth rescue, BacTiter-Glo, 24 h; Potency, µM (series often up to 46.1 µM), inactives show at the highest dose growth rescue (activation), usual class: activators; 370,000 compounds, 0.14% hits; note: potency is the fitted concentration of half-maximal effect; % of control where 0% means no effect; nearly all actives have a fitted effect of over 65% in size
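Galactose-induced alpha-syn yeast (OD600=0.02, raffinose-pregrown) + pinned cpd, 24 hr, 30 deg C; growth by BacTiter-Glo luminescence. Growth restoration scores as activation.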
PTHR1 ag: PTHR1 (human) receptor agonism; Potency, µM (titrated, usually from 115 µM), without a hit: at the top dose activation, hits mostly activators; AID 743266; Q03431; HEK293 GP2 PTHR1 cells, GloSensor cAMP luminescence, 1 h; 410,000 compounds, 0.075% hits; note: potency is the fitted concentration of half-maximal effect; nearly all actives have a fitted effect of over 55% in size; some results filed as inactive show a strong effect at the top dose; inactives centre near -15; many of its hits are not listed in these tables
Target sequence (Q03431 whole entry, looked up): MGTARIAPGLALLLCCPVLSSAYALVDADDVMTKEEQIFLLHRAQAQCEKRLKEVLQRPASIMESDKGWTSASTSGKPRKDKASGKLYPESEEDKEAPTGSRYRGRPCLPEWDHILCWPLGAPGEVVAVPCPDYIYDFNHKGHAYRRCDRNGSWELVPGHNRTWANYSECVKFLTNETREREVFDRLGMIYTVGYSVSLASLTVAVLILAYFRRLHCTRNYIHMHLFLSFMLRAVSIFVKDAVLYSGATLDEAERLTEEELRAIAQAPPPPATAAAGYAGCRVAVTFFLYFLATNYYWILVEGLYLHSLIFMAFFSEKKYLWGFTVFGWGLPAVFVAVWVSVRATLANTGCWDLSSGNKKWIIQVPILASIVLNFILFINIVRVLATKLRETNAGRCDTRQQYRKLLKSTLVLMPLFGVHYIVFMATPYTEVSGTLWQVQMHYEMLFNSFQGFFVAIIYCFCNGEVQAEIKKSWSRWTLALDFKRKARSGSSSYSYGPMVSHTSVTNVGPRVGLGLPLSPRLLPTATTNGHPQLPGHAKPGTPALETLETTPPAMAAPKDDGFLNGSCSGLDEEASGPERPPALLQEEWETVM
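HEK-293-derived GP2 cells expressing PTHR1 and a GloSensor cAMP reporter, 3,000/well, plated overnight, given luciferin plus IBMX (each 0.5 mM as added) for 1 h at 37 °C, then compound for 1 h at 37 °C. Luminescence was read after 15 min at room temperature.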
DRD3 antagonist: D3 dopamine receptor (human) antagonism; P35462; D3R cells, DiscoveRx beta-arrestin luminescence, antagonist mode; active compounds read low; max response, negative = inhibition, %; 360,000 compounds, 2.5% hits; in the data active = max response below about -50%; inconclusive = no clear call, values can overlap the other calls; note: % is set by controls: 0 for no effect and ±100 for the full control effect; mostly tested at two doses, the higher about 12 µM
Target sequence (P35462 whole entry, looked up): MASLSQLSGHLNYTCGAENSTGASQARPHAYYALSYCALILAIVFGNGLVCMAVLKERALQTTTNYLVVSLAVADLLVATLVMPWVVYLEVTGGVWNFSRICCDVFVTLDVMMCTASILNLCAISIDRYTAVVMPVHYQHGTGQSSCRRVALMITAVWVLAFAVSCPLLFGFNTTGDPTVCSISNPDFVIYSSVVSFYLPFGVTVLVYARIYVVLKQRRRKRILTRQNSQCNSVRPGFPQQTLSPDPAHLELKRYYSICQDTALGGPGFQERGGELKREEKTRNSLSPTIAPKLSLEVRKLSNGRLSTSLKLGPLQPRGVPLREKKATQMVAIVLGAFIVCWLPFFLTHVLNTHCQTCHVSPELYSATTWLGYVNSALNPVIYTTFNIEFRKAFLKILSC
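Cells plated overnight at 1500 cells/well, then exposed to library compounds with dopamine controls for 90 minutes at 37 degrees C. DiscoveRx reagent added for 30–60 minutes at room temperature; luminescence read, quantitative HTS format.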
TDP-43 yeast inh: TDP-43 toxicity inhibition in yeast; TDP-43 expressing yeast growth rescue, BacTiter-Glo, 24 h; Potency, µM (titrated, usually from 46.1 µM), inactives show top-dose growth rescue (activation), actives largely listed as activators; 410,000 compounds, 1.8% hits; AID 652104; note: potency is the fitted concentration of half-maximal effect; % of control where 0% means no effect; nearly all actives have a fitted effect of over 50% in size
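Yeast expressing TDP-43 (pregrown in raffinose, seeded at OD600=0.02 in galactose medium) exposed to compounds 24 hr at 30 deg C. Growth read by BacTiter-Glo luminescence; rescue of toxicity appears as increased signal.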
FUS suppressor: FUS proteinopathy suppression in yeast | S. cerevisiae FUS-expressing, growth rescue, OD600, 24 h | Potency, µM (doses to about 76.6 µM), for inactives: at the highest dose growth rescue (activation), hits mostly activators | 390,000 compounds, 0.24% hits | AID 1347120;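 note: potency is the fitted concentration of half-maximal effect; plate controls were DMSO vehicle for no effect and reference control for full effect; nearly all actives have a fitted effect of over 55% in size; some results filed as inactive show a strong effect at the top dose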
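Toxicity suppression screen in FUS-yeast. Cells induced with 2% galactose, starting OD 0.005, treated 24hr at 30C with compounds at multiple final concentrations; growth by OD600.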
* = called active by the depositor; i = inactive; ? = inconclusive; / = no result given; & = joins results of further samples; [ ] = remark or other dose. Unless noted, calls come from the whole dose curve; as a rule, active = well fitted curve in the direction sought with a large enough effect; inconclusive = small, poorly fitted or top-dose-only effect, or another doubt; inactive = no such curve, though single readings can be large; an effect the other way counts as inactive or inconclusive. The list is partial, so the mix of outcomes need not match the whole.

Below each compound – aSyn yeast inh, GLP-1R inv ag, DRD3 antagonist, GLP1R ag, PTHR1 ag, TDP-43 yeast inh, Abeta yeast res, Akt phos inh, FUS suppressor
- S=C(NCCN1CCOCC1)Nc1cccc(Cl)c1
    -3%, -1%, -2, 2%, -16%, -8%, 4%, i, 2%
- CC(=O)C1=C(O)C(=O)N(Cc2ccccc2)C1c1cccs1 (stereo not given)
    -2%, -21%, ?, -9%, i, -16%, 22%, i, 25%
- O=C(CSc1nc(NS(=O)(=O)c2ccccc2)cc(=O)[nH]1)Nc1ccc(Cl)cc1
    2%, -1%, -17, -2%, -10%, -10%, -5%, i, 36%
- Cc1ccc(NC(=O)CN2CCc3ccccc3C2)cc1F
    -1%, -23%, -85*, 12%, i, -14%, -11%, i, 18%
- O=C(OCc1nnc(-c2ccccc2)o1)c1ccco1
    1%, -19%, 4, 3%, i, 8%, -2%, i, -8%
- O=C(c1ccc(=O)[nH]c1)N(Cc1ccco1)C1(C(=O)NC2CCCC2)CCCCC1
    4%, -5%, 2, -3%, i, 0%, 18%, i, 5%
- Cc1cc(Cl)cc(C)c1OCC(=O)O
    0%, -3%, 9, -6%, i, 1%, -9%, i, 10%
- O=C1/C(=C/c2ccc(N3CCCC3)cc2)NC(=S)N1C1CC1
    7%, 3%, -21, 2%, -27%, -11%, 3%, i, -4%
- CCCCc1ccc(S(=O)(=O)NC(=O)C2(C)CCN2C(=O)Cc2ccccc2)cc1 (stereo not given)
    1%, 8%, 23, 23%, 19%, 1%, 11%, i, 14%
- N#C/C(=C\c1ccccn1)c1nc2ccccc2s1
    13%, 14%, -2, 21%, -14%, 18µM*, ?, i, 17%
- CCn1c(SCC(=O)N2c3ccccc3CC2C)nnc1-c1ccco1 (stereo not given)
    10%, -2%, -13, -5%, i, 22%, 0%, i, 28%
- CC(C)(C)OC(=O)N/N=C\c1ccc(OC(=O)c2ccco2)cc1
    14%, -5%, -23, 0%, -4%, 10%, -6%, i, 16%
- CCCN(CC(=O)Nc1ccccc1C)C(=O)c1cn2ccccc2n1
    3%, 2%, 11, 1%, -8%, 1%, 6%, i, /
- CCSc1nc(-c2ccccc2)c(-c2ccccc2)n1CC(O)CO (stereo not given)
    -4%, ?, 28, 10%, -4%, 14%, 11%, i, 7%
- COc1ccc(NC(=O)CSc2nc(N)cc(N)n2)cc1S(=O)(=O)N1CCCCC1
    1%, 6%, 11, -2%, 7%, 14%, -2%, i, -4%
- CCc1cccc(CC)c1NC(=O)CO/N=C(\C)c1cccs1
    14%, ?, 2, 12%, -25%, 23%, 14%, i, 2%
- C[C@H](NC(=O)c1[nH]cnc1C(=O)Nc1ccccc1)c1ccccc1
    -26%, -32%, 14, 7%, -22%, 25µM*, -70%[inhibitor], i, 38%
- Cc1ccc(NC(=O)C(c2ccc(Cl)cc2)N2CCCCC2)cc1 (stereo not given)
    4%, ?, 6, -9%, i, -6%, -3%, i, 11%
- CC(=NNC(=S)Nc1ccc(C)cc1)c1ccccn1
    ?, -27%, -50*, ?, -18%, ?, -68%[inhibitor], i, /
- CCN(Cc1cnn(C)c1)Cc1nc(C(c2ccccc2)c2ccccc2)no1
    -12%, ?, -13, 8%, 7%, 6%, -3%, i, 9%
- Nc1ccc2c3c(cccc13)C(=O)N(c1ccccc1)C2=O
    -1%, 8%, 11, 16%, i, 0%, -6%, i, -8%
- O=C1CSC(c2ccco2)N1 (stereo not given)
    -2%, 18%, -9, -25%, -11%, -8%, -1%, i, -12%
- COC(=O)CSc1ncc2c(n1)-c1ccccc1N(Cc1ccccc1C)S2(=O)=O
    /, 9%, /, /, -26%, 3%, -4%, /, 2%
- Cc1c(C)c2ccc(OC(C)C(=O)NCc3ccccn3)cc2oc1=O (stereo not given)
    1%, 14%, 1, 4%, i, 0%, -3%, i, 2%
- C=CCOc1ccc(/C=C/C(=O)N2CCCN(S(=O)(=O)c3c(C)noc3C)CC2)cc1
    3%, -12%, 6, -4%, -25%, ?, 11%, i, 34%
- C=CCNC(=S)Nc1ccc(C)c(S(=O)(=O)N2CCCCC2)c1
    0%, 4%[7.66 µM], -1, 0%, -1%, 18%, -10%, i, 7%
- CC(=O)c1cc(CC(=O)N2CCc3c([nH]c4ccccc34)C2c2ccccn2)cs1 (stereo not given)
    -5%, ?, -6, 12%, -6%, -10%, 0%, i, ?
- c1ccc(-n2nnnc2NCCc2c[nH]c3ccccc23)cc1
    2%, ?, -52*, -1%, -16%, 7%, 7%, i, 7%
- Cc1nc(-c2ccc(S(=O)(=O)NCc3ccc(N(C)C)cc3)cc2)co1
    11%, 8%, /, -5%, -7%, 23%, -6%, /, 4%
- O=C(Nn1cnnc1)c1cc2cc(Br)ccc2oc1=O
    6%, 6%, 23, -3%, -2%, -11%, 2%, -93%*, 14%

Continued; the last two above are carried over.
Below each compound – aSyn yeast inh, GLP-1R inv ag, DRD3 antagonist, GLP1R ag, PTHR1 ag, TDP-43 yeast inh, Abeta yeast res, Akt phos inh, FUS suppressor
- Cc1nc(-c2ccc(S(=O)(=O)NCc3ccc(N(C)C)cc3)cc2)co1
    11%, 8%, /, -5%, -7%, 23%, -6%, /, 4%
- O=C(Nn1cnnc1)c1cc2cc(Br)ccc2oc1=O
    6%, 6%, 23, -3%, -2%, -11%, 2%, -93%*, 14%
- CCOC(=O)c1cnc(SCc2ccc(C(C)(C)C)cc2)nc1N
    -12%, 0%, 15, -1%, i, -1%, 1%, i, 8%
- CCOC(=O)C(CC)(CCC(=O)O)c1csc(Nc2ccc(C)cc2)n1 (stereo not given)
    4%, -9%, 6, 0%, -2%, -16%, 13%, i, 24%
- Cn1c(=O)[nH]c(=O)c2c1nc(N/N=C/C(Br)=C/c1ccccc1)n2CCO
    0%, 82%[activator], -15, 13%, i, -19%[1.82 µM], 0%, i, 27%
- CC(=O)NC12CC3CC(C1)CC(C(=O)N1CCN(C(=O)c4ccco4)CC1)(C3)C2
    13%, 14%, -6, -3%, -6%, -1%, -6%, i, -12%
- COC(=O)c1cn(-c2ccccc2)nc1-c1ccc(OC)cc1
    10%, -11%, 25, 14%, -29%, ?, 2%, i, 8%
- COc1ccc(OCCCC(=O)Nc2ccc(S(=O)(=O)N3CCOCC3)cc2)cc1
    13%, ?, 1, 8%, -41%[inhibitor], 10%, -9%, i, -4%
- O=C(NNC(=O)c1ccccc1F)c1ccc(-c2ccccc2Cl)o1
    0%, -27%, -6, 1%, i, 22µM*, 1%, i, 10%
- O=C(c1sc2cc([N+](=O)[O-])ccc2c1Cl)N1CCOCC1
    15%, 6%, 5, 5%, -4%, ?, 24%, i, 5%
- CCC(C)NC(=O)Nc1ccc(Br)cc1 (stereo not given)
    -4%, -29%, -23, 6%, -20%, -24%[0.397 µM], -17%, i, 5%
- CCCSc1nc(N)nc(-c2cccs2)c1C#N
    -19%, 22%, 12, 24%, -2%, ?, -51%[inhibitor], i, -8%
- COc1ccc(-c2csc(Nc3ccccn3)n2)cc1
    -30%, -70%, 6, -8%, -51%, 3.5µM*, 7%, i, 10%
- CCN1C(=O)c2ccc(C(=O)NCc3ccccc3)cc2C1=O
    -6%, 14%, 18, 9%, -2%[57.5 µM], -11%, 12%, i, 11%
- CCCS(=O)(=O)N1CCCC(C(=O)c2ccccc2OC)C1 (stereo not given)
    7%, -22%, -5, 11%, -25%, 17%, 38%, i, -35%
- CCOc1ccc(-c2nc(Cn3c(=O)cc(C)c4c(C)nn(-c5ccc(C)cc5)c43)c(C)o2)cc1
    /, 15%, /, /, -29%, 33%, -1%, /, 14%
- CCOC(=O)CC1CCCCN1Cc1cn[nH]c1-c1ccc(F)cc1F (stereo not given)
    9%, -12%, -17, 9%, -31%[inhibitor], 8%, 4%, i, 20%
- COc1cc(Cl)c(S(=O)(=O)N2CCN(c3c(C)cccc3C)CC2)cc1Cl
    -4%, 18%, /, -6%, -7%, 16%, -8%, /, 14%
- CC1=C(C)CC(C(=O)NNC(=O)c2csc3c2CCC(C(C)(C)C)C3)C(C(=O)O)C1 (stereo not given)
    2%, 9%, 6, 1%, i, 3%, 14%, i, -8%
- COc1ccc(NC(=O)C2CCCN2C(=O)Nc2ccc(OC)cc2)cc1 (stereo not given)
    -1%, 9%, 15, 0%, i, 6%, 6%, i, 1%
- CCOC(=O)c1csc(NC(=O)CSc2nnnn2-c2ccc(OC)cc2)n1
    -15%, 3%, 6, 0%, i, -10%, 3%, i, -3%
- O=C(NCc1ccccc1C(F)(F)F)C1CCC(=O)N(C2CCCCCC2)C1 (stereo not given)
    1%, -23%, -5, 9%, -20%, -11%, 6%, i, 36%
- COc1ccc(N2CCN(CCNC(=O)Nc3ccc(Cl)cc3)CC2)cc1
    0%, -8%, ?, -17%, -9%[57.5 µM], -6%, 7%, i, 8%
- CCN(CC(=O)NC(=O)Nc1ccccc1F)Cc1ccccc1
    1%, ?, -4, 0%, -20%, -8%, 0%, i, -5%
- CCOC(=O)CN1CCC(C2(c3cc4ccccc4[nH]3)OCCO2)CC1
    1%, -29%, -4, 15%, i, 2%, 6%, i, -9%
- CC1(C)CC(NC(=O)CCC2CCCC2)CC(C)(C)N1
    -2%, -1%, -5, -5%, -21%[57.5 µM], -8%, 6%, i, 10%
- CCN(C(=O)CN1C(=O)c2ccccc2S1(=O)=O)C1CCCCC1
    -5%, 0%, -7, 10%, -6%, -21%, -1%, i, -5%
- CC(C)CC(=O)N1CCN(Cc2ccccc2Br)CC1
    1%, -11%, -6, 8%, -3%, -5%, -13%, i, -24%
- CCOc1ccc(NC(=O)N2CCC(c3ccc(C)cc3)C2)cc1 (stereo not given)
    0%, -2%&3%, -10, 4%, 17%[57.5 µM], ?, 12%&12%, i, ?
- NC(=O)CSc1ncc2c(n1)-c1ccccc1N(Cc1ccc(F)cc1)S2(=O)=O
    /, 9%, /, /, -22%, 0%, 5%, /, -15%
